Assay outcomes deposited in PubChem by National Center for Advancing Translational Sciences (NCATS).
PI5P4K alpha inh = blocks human PI5P4K alpha kinase activity | P48426 | PI5P4Kalpha enzyme, ADP-Glo luminescence, 60 min; stronger effect = lower value | max response, % | 1.2% of 330,000 active; active means max response of -50% or lower; inconclusive means between -30% and -50%; inactive means -30% or higher; further: value at the top dose of about 77 µM; on the % scale 0 is the no-effect control and ±100 the full control effect
Target sequence (P48426 whole entry, looked up): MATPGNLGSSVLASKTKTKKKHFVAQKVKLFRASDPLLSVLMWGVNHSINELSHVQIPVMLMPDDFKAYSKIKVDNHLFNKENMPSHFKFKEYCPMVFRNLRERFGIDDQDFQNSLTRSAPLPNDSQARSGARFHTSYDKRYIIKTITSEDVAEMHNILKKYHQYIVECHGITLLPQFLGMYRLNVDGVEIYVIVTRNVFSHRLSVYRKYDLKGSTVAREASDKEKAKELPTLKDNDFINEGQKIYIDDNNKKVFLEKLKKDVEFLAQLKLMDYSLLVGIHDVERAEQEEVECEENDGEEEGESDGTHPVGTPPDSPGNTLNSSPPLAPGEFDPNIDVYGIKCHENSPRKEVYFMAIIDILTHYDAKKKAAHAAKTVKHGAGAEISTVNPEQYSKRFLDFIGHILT
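ADP-Glo luminescence end-point read after a 60 min room-temperature kinase reaction of PI5P4Kalpha plus substrate, initiated with ATP at 5 microM final. Buffer: 0.038 M HEPES pH 7.4, EGTA, 0.1% CHAPS, 5% DMSO.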
Abeta rescue = restores growth of yeast expressing A-beta42 peptide. Potency, µM (top dose mostly 46.1 µM), without a hit: at the highest dose growth rescue, actives largely listed as activators. yeast expressing A-beta42, growth rescue, OD600, 48 h; response scale: 0% DMSO, 100% iron-clioquinol control. AID 1347071. 0.063% of 410,000 active; further: potency means the concentration at half of the fitted maximal effect; nearly all actives have a fitted effect of over 55% in size
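Yeast growth medium received pinned compounds, then yeast cells expressing toxic A-beta were added; plates incubated at 30 C for 48 hr. Growth read as absorbance at 600 nm, normalized to DMSO and equimolar FeCl3 plus clioquinol controls.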
WRN helicase inh = WRN helicase (human) inhibition; Q14191; WRN helicase unwinding, fluorescent forked duplex, kinetic; Potency, µM (series often up to 114 µM), without a hit: top-dose activity change, negative = inhibition, most hits filed as inhibitors; 0.46% of 360,000 active; further: potency means the concentration at half of the fitted maximal effect; on the % scale 0 is the no-effect control and ±100 the full control effect; nearly all actives have a fitted effect of over 55% in size
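WRN at 20 nM final preincubated with compound 15 min at room temperature; reaction started with 100 nM fluorophore/quencher forked duplex oligonucleotide and 2 mM ATP final. Unwinding followed kinetically by red fluorescence (ex 525, em 598 nm).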
PLK1 PBD inh = blocks phosphopeptide binding to human PLK1 polo-box domain | 2.8% of 360,000 active | Potency, µM, without a hit: max response, negative = inhibition, most hits filed as inhibitors | P53350 | AID 720504 | Plk1 PBD binding of FITC phosphopeptide, fluorescence polarization; further: potency means the concentration at half of the fitted maximal effect; series mostly up to about 57 µM; on the % scale 0 is the no-effect control and ±100 the full control effect; nearly all actives have a fitted effect of over 65% in size
Target sequence (P53350 whole entry, looked up, the tested form may be a part): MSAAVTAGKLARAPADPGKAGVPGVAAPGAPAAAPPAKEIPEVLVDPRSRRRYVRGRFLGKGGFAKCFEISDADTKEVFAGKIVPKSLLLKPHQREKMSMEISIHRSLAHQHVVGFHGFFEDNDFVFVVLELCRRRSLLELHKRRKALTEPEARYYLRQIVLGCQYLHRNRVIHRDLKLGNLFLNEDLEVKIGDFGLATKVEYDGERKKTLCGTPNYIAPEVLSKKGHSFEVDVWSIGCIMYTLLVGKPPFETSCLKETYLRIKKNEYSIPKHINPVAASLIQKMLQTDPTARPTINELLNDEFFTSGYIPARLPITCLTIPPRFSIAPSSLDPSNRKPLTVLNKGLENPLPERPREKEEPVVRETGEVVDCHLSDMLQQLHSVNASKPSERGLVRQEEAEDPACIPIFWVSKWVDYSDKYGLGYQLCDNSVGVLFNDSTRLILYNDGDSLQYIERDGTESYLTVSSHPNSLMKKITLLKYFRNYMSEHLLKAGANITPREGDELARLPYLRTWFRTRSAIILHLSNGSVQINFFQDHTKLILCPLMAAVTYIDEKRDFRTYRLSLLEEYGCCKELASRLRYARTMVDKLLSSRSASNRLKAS
IL2 activator = activators of IL-2; IL-2 activation reporter assay, cell-based qHTS; stimulated with anti-CD3/CD4/CD28 beads; in transgenic mouse T cells; activation, % (series mostly up to about 46 µM); 0.065% of 360,000 active; AID 652025; in the data active means activation above about 50%; inconclusive means mostly about 30% to 49%; further: 0% is about no effect
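Using fluorescent plate cytometry, EGFP and DsRed are detected in transgenic mouse T cells stimulated 18 h at 37 degrees C with antibody-coated beads after 60 min compound pretreatment.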
EPAC1 agonist = activates human EPAC1 exchange factor. EPAC1 agonist qHTS, biochemical assay; response scale: 100% = response to 6.5 mM cAMP. Potency, µM (titrated, usually from 154 µM), for inactives: at the top dose activation, most hits filed as activators. 0.073% of 360,000 active; further: potency means the concentration at half of the fitted maximal effect; nearly all actives have a fitted effect of over 60% in size
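Normalized to 6.5 mM cAMP, activity reflects EPAC1-catalysed release of BODIPY-GDP from Rap1B, followed kinetically over 30 min at 480 nm excitation, 540 nm emission. Reaction contained 100 nM EPAC1, 250 nM Rap1B-BODIPY-GDP, 50 uM GDP.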
FUS yeast rescue = rescues growth of FUS-expressing yeast. 0.24% of 390,000 active. Potency, µM (highest dose often 76.6 µM), inactives show at the top dose growth rescue (activation), hits mostly activators. S. cerevisiae FUS-expressing, growth rescue, OD600, 24 h;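 further: potency means the concentration at half of the fitted maximal effect; plate controls were DMSO vehicle for no effect and reference control for full effect; nearly all actives have a fitted effect of over 55% in size; some results filed as inactive show a strong effect at the top dose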
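Compound concentration series was pinned onto galactose-induced FUS-expressing yeast seeded at OD 0.005. Plates sat 24hr at 30C; absorbance at 600 nm gave growth. DMSO served as background control.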
aSyn yeast inh = alpha-synuclein toxicity inhibition in yeast; Yeast expressing alpha-synuclein, growth rescue, BacTiter-Glo, 24 h; Potency, µM (top dose mostly 46.1 µM), inactives show top-dose growth rescue (activation), usual class: activators; 0.14% of 370,000 active; further: potency means the concentration at half of the fitted maximal effect; % of control where 0% means no effect; nearly all actives have a fitted effect of over 65% in size
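Screening used galactose-induced yeast with toxic alpha-synuclein levels, exposed to compound for 24 hr at 30 deg C. Cell growth, read with BacTiter-Glo luminescence, gave the measured signal.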
EPAC1 antagonist = EPAC1 (human) antagonism; EPAC1 GEF assay, Rap1b-BODIPY-GDP exchange fluorescence; 0.14% of 360,000 active; O95398; Potency, µM (top dose mostly 115 µM), inactives show at the top dose activity change, negative = inhibition, hits mostly inhibitors;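 further: potency means the concentration at half of the fitted maximal effect; plate controls were vehicle for no effect and positive control for full effect; nearly all actives have a fitted effect of over 50% in size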
* = called active by the depositor; ? = inconclusive; . = no result given; [ ] = another dose, or the depositor's remark. Unless noted, the call rests on the fitted dose curve; in most records, active means well fitted curve in the direction sought with a large enough effect; inconclusive means small, poorly fitted or top-dose-only effect, or another doubt; inactive means no such curve, though single readings can be large; an effect the other way counts as inactive or inconclusive.

SMILES | PI5P4K alpha inh | Abeta rescue | WRN helicase inh | PLK1 PBD inh | IL2 activator | EPAC1 agonist | FUS yeast rescue | aSyn yeast inh | EPAC1 antagonist
COc1ccccc1NC(=O)Cn1nc(-c2ccc(Cl)cc2)c2ccccc2c1=O | -0.6 | 4.7% | 2.9% | -9.6% | -1.0 | 10.3% | 14.8% | 15.3% | -3.7%
CCNC(=O)NC(=O)CSc1ccc2ccccc2c1 | -5.7 | -0.9% | 0.9% | 26.7µM* | 0.0 | -1.2% | -13.8% | 7.7% | 7.2%
COC(=O)C1=C(C)n2cnnc2NC1c1ccc(Cl)cc1 (stereo not drawn) | 1.4 | -2.8% | -1.1% | ? | 0.4 | 4.6% | -19.2% | -3.7% | -5.3%
CCCCC(=O)Nc1ccc(C(=O)Nc2ccc(S(=O)(=O)Nc3ccc(C)cc3)cc2)cc1 | 2.6 | 4.2% | -11.3%[57.1 µM] | 0.8% | 0.1 | 18.5% | 8.6% | 2.5% | 11.1%
Cc1[nH]c2ccc(C(=O)NCC(C)(C)N3CCOCC3)cc2c1C | 13.5 | -11.4% | 2.7%[57.1 µM] | -4.6% | 0.8 | 7.4% | 3.2% | -12.0% | 2.9%
COC(=O)c1[nH]c2ccccc2c1NC(=O)CN1CCCCCC1 | 9.2 | 4.4% | -5.6% | 1.2% | 2.2 | 1.1% | 12.5% | -0.6% | -13.4%
CC(C)c1nnc(N2C(=O)C(O)=C(C(=O)c3cccs3)C2c2ccccc2)s1 (stereo not drawn) | -27.7 | 10.8% | -8.0% | ? | 3.3 | -10.4% | 4.6% | 0.2% | 3.2%
COCCN1C(=O)N[C@@H](c2ccccc2)[C@H](C(C)=O)[C@H]1C | 2.7 | -14.7% | 4.1% | -10.7% | -1.7 | 1.5% | -4.1% | -1.6% | 6.2%
CCOc1ccccc1NC(=O)/C(C#N)=C/c1c(C)nn(-c2ccccc2)c1Cl | -0.1 | -10.8% | 6.2% | 0.0% | 1.4 | 0.6% | -6.4% | 6.0% | -1.6%
CC(O)C(=O)N/N=C/c1ccccc1C(=O)O (stereo not drawn) | -5.5 | 2.9% | -22.8% | -14.2% | 0.4 | 2.6% | 0.4% | -1.5% | ?
CCC1CCCCN1Cc1ccc(OC)c(C)c1C (stereo not drawn) | . | 0.0% | -2.4% | 0.1% | -1.3 | -2.5% | 29.0% | -13.6% | 7.4%
O=C(Nc1ccc2nc(-c3ccccn3)[nH]c2c1)C1CCCCC1 | -3.7 | -5.6% | -14.2% | -17.9% | -1.6 | 3.0% | 39.8% | -0.8% | 0.5%
CC1(c2ccc3ccccc3c2)NC(=O)N(CC(=O)N2CCN(Cc3ccc(C#N)cc3)CC2)C1=O (stereo not drawn) | 10.2 | -7.4% | 7.0% | -15.1% | -4.3 | 2.0% | 7.3% | -6.0% | ?
Cc1c(Br)ccc(NC(=O)COc2ccccc2C(N)=O)c1C | -3.6 | -9.1% | -1.0% | -2.6% | -1.0 | -4.1% | -9.1% | -4.1% | 10.9%
CC1(C(=O)NCc2ccco2)CCN1C(=O)C1(c2ccccc2)CC1 (stereo not drawn) | 0.9 | -14.4% | -20.2%[57.1 µM] | -13.4% | 0.2 | 9.6% | -8.7% | -5.4% | 12.0%
N#Cc1ncc(C(F)(F)F)cc1Sc1ccccc1N | -0.9 | ? | 1.2% | -7.9% | -2.3 | 0.3% | -15.9% | -1.9% | 0.3%
Cc1cc(C)nc(NC2=N[C@@H]3CCCC[C@H]3N2C(=O)Nc2cc(Cl)cc(Cl)c2)n1 | 2.5 | 8.2% | 3.9% | -0.6% | -2.0 | 7.6% | 1.8% | 3.3% | -30.5%
CCN1CCN(CCC(=O)Nc2ccccc2)CC1 | 7.2 | -8.5% | -1.3% | -12.1% | -1.4 | -2.7% | 19.0% | 8.2% | -14.2%
COc1cccc(OCCCCN2CCCCC2)c1 | . | -9.0% | 3.5% | -8.1% | -1.4 | 9.7% | 4.9% | 2.5% | 0.6%
COc1ccc(NC(=O)c2ccco2)cc1NC(=O)c1cccc(F)c1 | -0.2 | -4.2% | -2.2% | 3.7% | -4.5 | 0.6% | -6.8% | -0.8% | 2.5%

Single records, as listed above:
COCCN1C(=O)N[C@@H](c2ccccc2)[C@H](C(C)=O)[C@H]1C is listed with PI5P4K alpha inh = 2.7; Abeta rescue = -14.7%; WRN helicase inh = 4.1%; PLK1 PBD inh = -10.7%; IL2 activator = -1.7; EPAC1 agonist = 1.5%; FUS yeast rescue = -4.1%; aSyn yeast inh = -1.6%; EPAC1 antagonist = 6.2%
CC1(c2ccc3ccccc3c2)NC(=O)N(CC(=O)N2CCN(Cc3ccc(C#N)cc3)CC2)C1=O (stereo not drawn) is listed with PI5P4K alpha inh = 10.2; Abeta rescue = -7.4%; WRN helicase inh = 7.0%; PLK1 PBD inh = -15.1%; IL2 activator = -4.3; EPAC1 agonist = 2.0%; FUS yeast rescue = 7.3%; aSyn yeast inh = -6.0%; EPAC1 antagonist = ?

Next results
SMILES | PI5P4K alpha inh | Abeta rescue | WRN helicase inh | PLK1 PBD inh | IL2 activator | EPAC1 agonist | FUS yeast rescue | aSyn yeast inh | EPAC1 antagonist
Cc1ccccc1COc1cccn2c(N(C)C(=O)CCC3CCCC3)c(C)nc12 | 0.4 | ? | 5.3% | -12.4% | -0.4 | -0.9% | 13.1% | 6.9% | -12.3%
COc1ccc(CNC(=O)c2cc(-c3ccccc3O)n[nH]2)cc1 | -1.5 | 6.9% | -8.2% | 3.7% | -3.3 | -1.1% | 19.2% | -9.5% | 4.1%
Cc1cn(C2CCCCO2)c(=O)[nH]c1=O (stereo not drawn) | -6.8 | 4.7% | 3.4% | -2.3% | 1.1 | -9.3% | -15.7% | 9.3% | 3.6%
CCCCn1c(N)c(N(CC(C)C)C(=O)C2CC(=O)N(c3ccc(CC)cc3)C2)c(=O)[nH]c1=O (stereo not drawn) | -2.3 | 9.0% | -3.4% | -11.8% | 1.4 | -50.2%[inhibitor] | 23.3% | 2.9% | 5.5%
CC(NC(=O)CNC(=O)c1cccc(Cl)c1)c1ccccc1 (stereo not drawn) | -9.7 | -5.8% | -4.0% | -7.9% | 0.4 | -6.5% | -11.1% | 1.9% | -2.9%
COC(=O)c1cccc(S(=O)(=O)N2CCC(NC(=O)Nc3cccc(F)c3)CC2)c1 | . | 7.6% | -2.1% | -4.3% | -2.6 | 4.6% | 28.9% | -2.0% | 1.4%
COc1ccc(CC(=O)OCc2csc(CC(=O)Nc3ccc(C)cc3)n2)cc1 | 1.4 | -4.3% | 1.4% | -5.4% | -0.9 | -23.9% | 6.8% | 1.2% | -18.0%
COc1cc(NC(=O)c2sc(C)nc2C)c(OC)cc1NC(=O)c1ccccc1 | -3.0 | -0.3% | -5.4% | -4.0% | 0.1 | 4.9% | 9.5% | -6.8% | -3.4%
C[C@@H]1CN(S(=O)C(C)(C)C)[C@@H](CCO)/C1=C\c1ccccc1 (stereo partly drawn) | -4.2 | 2.5% | 4.0% | -0.6% | 0.5 | -12.8% | -15.7% | 2.2% | 4.2%
CCc1ccccc1NC(=S)NCC1CCN(c2ccc(OC)cc2)C1 (stereo not drawn) | -2.7 | ? | 4.1% | ? | -0.8 | -9.7% | 4.9% | -5.7% | -5.5%
Cn1cc(Cl)c(C(=O)OCC(=O)Nc2cccc(Cl)c2)n1 | 0.8 | -9.6% | 0.1% | -7.7% | 0.2 | 4.5% | 0.6% | 0.0% | -11.1%
CN(CC(=O)Nc1ccccc1Br)C(=O)c1ccncc1 | 9.1 | 0.0% | -31.1% | -4.7% | -4.3 | -15.0% | . | 0.9% | -2.7%
Cn1cc(-c2cccc3nncn23)cn1 | 0.4 | -12.8% | -1.2% | -0.7% | 0.4 | 0.1% | -16.3% | -6.2% | 3.7%
CC(C(=O)NCc1ccccc1)n1c(-c2ccc3c(c2)CCO3)nc2ccccc21 (stereo not drawn) | -2.0 | 3.6% | 4.1% | -2.3% | -0.3 | 0.9% | 6.1% | 2.0% | 6.5%
COc1cc(CCC(=O)OCC(=O)Nc2ccc3c(c2)OCO3)cc(OC)c1OC | -9.0 | 7.6% | 3.0% | -12.1% | 1.7 | 1.2% | ? | -2.6% | -14.5%
O=C(CCc1nc2ccccc2c(=O)[nH]1)Nc1ccccc1N1CCCC1 | -4.7 | 5.6% | 0.1% | -4.7% | -1.8 | 1.8% | 0.1% | 1.1% | -0.9%
CCCc1cc(=O)[nH]c(SCC(=O)N(CC)C2CCS(=O)(=O)C2)n1 (stereo not drawn) | 3.2 | 0.3% | -1.9% | -1.9% | 0.8 | 14.8% | 12.0% | -0.7% | 0.0%
COc1cc(C(O)c2nc(-c3cc4ccccc4o3)cs2)ccc1F (stereo not drawn) | 22.0 | ? | -4.4% | 0.6% | -0.8 | 9.9% | 34.8% | -16.9% | -17.4%
O=C1CSC(c2cn(-c3ccccc3)nc2-c2cc3ccccc3oc2=O)N1Cc1ccco1 (stereo not drawn) | . | 13.1% | -1.1% | ? | -1.8 | 1.0% | ? | -11.9% | 2.4%
CN(C(=O)COC(=O)C1CCN(S(=O)(=O)c2ccc3c(c2)OCCO3)CC1)C1CCCCC1 | -1.6 | 22.7% | -0.4% | 4.4% | -2.9 | 3.2% | 17.5% | 11.1% | 7.8%
O=C(CSC1=NCCN1)NC1CCCCCC1 | -1.3 | -18.0% | 6.4%[57.1 µM] | -6.9% | -0.9 | -9.2% | 3.0% | -6.6% | 0.3%
Cc1cccc(C(=O)Nc2cccc(C(=O)NC3CCCC3)c2)c1 | -1.9 | 6.5% | 6.4% | -15.2% | -1.2 | -1.4% | 12.0% | -1.4% | 6.3%
O=C(O)c1ccccc1C(=O)NCCCCCCNC(=O)c1ccccc1C(=O)O | -6.2 | 4.7% | 5.7% | -3.1% | -0.7 | 3.2% | 1.2% | -0.6% | -27.2%
COCCNC(=O)c1onc(CSc2cccc(OC)c2)c1C(=O)NCCOC | 4.5 | -5.9% | 1.2% | -24.5% | 0.7 | -17.5% | -9.0% | -1.3% | -12.2%
